rCAG binder: binds r(CAG) RNA repeats; r(CAG) RNA repeat, TO-PRO-1 dye displacement fluorescence; inhibition, % at 3 µM; actives 1.3% (n = 370,000);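 active means inhibition above the plate cutoff, the mean of all test compounds on that plate plus 3 SD, cut at about 35% in these data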;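 further: 0% = DMSO alone and 100% = 100 µM mitoxantrone as full dye displacement; higher means more dye released from RNA so lower well fluorescence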
TDP2 inh: TDP2 (human) inhibition, absorbance primary screen; O95551; recombinant TDP2, T5PNP hydrolysis, p-nitrophenol absorbance 415 nm; inhibition, % at 12.8 µM; actives 0.34% (n = 370,000); AID 720702;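 active means inhibition above the mean of all tested compounds plus 3 SD, set per campaign, cut at about 25% in these data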;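 further: 0% = DMSO with enzyme and 100% = buffer with substrate but no TDP2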
Target sequence (O95551 whole entry, looked up): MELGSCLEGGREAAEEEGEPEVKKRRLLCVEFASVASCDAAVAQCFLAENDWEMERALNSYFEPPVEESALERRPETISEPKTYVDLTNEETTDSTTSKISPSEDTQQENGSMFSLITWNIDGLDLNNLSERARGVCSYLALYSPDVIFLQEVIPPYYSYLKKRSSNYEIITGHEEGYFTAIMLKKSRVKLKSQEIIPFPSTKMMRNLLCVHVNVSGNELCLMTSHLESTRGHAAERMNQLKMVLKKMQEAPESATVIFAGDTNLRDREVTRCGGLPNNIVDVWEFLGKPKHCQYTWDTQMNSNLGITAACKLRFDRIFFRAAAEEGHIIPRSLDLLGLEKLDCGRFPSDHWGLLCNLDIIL
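Test system: Human TDP2 enzyme | Reagent: 5 mM T5PNP | Compound dosing: 12.8 µM single point, 1% DMSO | Incubation: Enzyme reaction with compound for 2 h at 37 °C | Technique: p-Nitrophenol epi absorbance | Read-out: % inhibition relative to enzyme-containing and enzyme-free wells | Benchmarks: High control without enzyme, low control DMSO plus TDP2 | Replicates: Singlicate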
HTRA1 inhibitor: blocks human HTRA1 serine peptidase | recombinant HTRA1, FP-rhodamine activity-based probe, fluorescence polarization | inhibition, % at 5.96 µM | actives 0.5% (n = 340,000) | Q92743; in the data active means inhibition above about 36%;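 further: 0% = enzyme with DMSO and 100% = wells lacking enzyme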
TCR-CD3 inh: human TCR-CD3 binding inhibition | TAMRA-labeled TCR probe fluorescence, biochemical | inhibition, % at 9.4 µM | actives 0.37% (n = 360,000); in the data active means inhibition above about 19%;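 further: recombinant mutant TCR 2C K166C tagged with TAMRA read by polarization; 0% = receptor in buffer alone and 100% = receptor with positive control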
LEDGF integ inh: blocks HIV-1 LEDGF/p75-dependent DNA integration; TR-FRET IN-LEDGF/p75 DNA integration, Eu/Cy5; inhibition, % at 3.7 µM; actives 0.64% (n = 370,000);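 active means inhibition above the screen-wide mean plus 3 SD, cut at about 13% in these data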;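 further: signal is the Cy5 over europium emission ratio at 671 and 618 nm; 0% = plate median of compound wells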
SIAE primary: inhibitors of human sialic acid acetylesterase SIAE. SIAE FP-Rh probe binding, fluorescence polarization. Q9HAT2. inhibition, % at 9.66 µM. AID 1053197. actives 0.69% (n = 370,000);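 active means inhibition above a cutoff: mean of compounds within the control limits plus 3 SD of those, cut at about 17% in these data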;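 further: 0% = plate median of compound wells and 100% = probe without SIAE protein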
PRMT1 inh: PRMT1 (human) inhibition, primary screen; Q99873; recombinant PRMT1, activity-based probe fluorescence polarization; inhibition, % at 2.79 µM; actives 1.3% (n = 370,000); AID 652257;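 active means inhibition above about 21% made by adding two undisclosed values, limit read from the data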
Target sequence (Q99873 whole entry, looked up): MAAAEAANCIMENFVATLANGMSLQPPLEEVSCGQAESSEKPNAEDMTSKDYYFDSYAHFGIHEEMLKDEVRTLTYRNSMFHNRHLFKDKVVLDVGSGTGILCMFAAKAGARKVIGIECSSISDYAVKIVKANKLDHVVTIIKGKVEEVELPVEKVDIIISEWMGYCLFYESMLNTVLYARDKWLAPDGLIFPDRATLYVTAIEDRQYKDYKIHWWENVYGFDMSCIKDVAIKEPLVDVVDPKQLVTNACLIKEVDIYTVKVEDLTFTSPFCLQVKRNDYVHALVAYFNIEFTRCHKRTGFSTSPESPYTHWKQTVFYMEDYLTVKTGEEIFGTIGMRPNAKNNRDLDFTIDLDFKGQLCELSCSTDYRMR
PG9 Ab binder: PG9 antibody binding by small molecule; AID 624416; inhibition, % at 6.7 µM; TR-FRET gp120-PG9 antibody binding; actives 0.43% (n = 360,000); in the data active means inhibition above about 8.5%
ABHD4 inh: inhibitors of mouse ABHD4; actives 0.54% (n = 370,000); AID 720543; Q8VD66; inhibition, % at 8.92 µM; purified mABHD4, FP-Rh probe fluorescence polarization;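 active means inhibition exceeding the mean over every tested compound plus 3 SD, cut at about 30% in these data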;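 further: 0% = plate median of compound wells and 100% = S159A mutant with DMSO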
Target sequence (Q8VD66 whole entry, looked up): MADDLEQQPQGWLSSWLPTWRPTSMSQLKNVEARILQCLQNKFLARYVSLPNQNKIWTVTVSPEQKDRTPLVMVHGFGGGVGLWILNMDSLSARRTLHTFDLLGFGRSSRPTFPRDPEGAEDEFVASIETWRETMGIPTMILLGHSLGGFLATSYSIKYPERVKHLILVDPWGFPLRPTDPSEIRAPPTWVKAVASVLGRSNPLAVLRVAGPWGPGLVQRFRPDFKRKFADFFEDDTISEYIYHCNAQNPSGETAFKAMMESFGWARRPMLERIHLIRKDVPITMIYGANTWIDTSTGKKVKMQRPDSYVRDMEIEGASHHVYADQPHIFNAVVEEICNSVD
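assay system = mABHD4 protein | compound dosing = single nominal dose of 8.92 µM, 0.89% DMSO final | read-out basis = percent inhibition of probe binding, normalized to plate controls | schedule = Enzyme–compound pre-incubation 45 min, then probe 60 min, both 25 °C | detection = fluorescence polarization, excitation 525 nm, emission 598 nm, BODIPY TMR filters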
NR1D1 modulator: modulates human Rev-erb alpha binding to DNA; P20393; Rev-erbα–FITC-DNA binding, fluorescence polarization, 90 min; activity, % at 10 µM; actives 0.79% (n = 370,000);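 active means activity above about 14%, limit read from the data; passing the limit was not always enough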;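 further: 0% = DMSO wells with 35 nM protein and 100% = DMSO wells with 750 nM protein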
The depositor's hits bear a star; / = not tested or not shown; & = joins results of further samples. These rows are one share of the data (hit frequency here may not be typical).

SMILES | rCAG binder | TDP2 inh | HTRA1 inhibitor | TCR-CD3 inh | LEDGF integ inh | SIAE primary | PRMT1 inh | PG9 Ab binder | ABHD4 inh | NR1D1 modulator
CCn1c(SCC(=O)NNC(=O)c2ccc(C)cc2)nnc1-c1ccco1 | -3 | 8 | / | 6 | -1 | -3 | 2 | 0.2 | -1 | 0
O=C(CS(=O)CC(=O)NC12CC3CC(CC(C3)C1)C2)Nc1ccc(F)cc1 (stereo not given) | -1 | 11 | -7 | 0 | 0 | -2 | -6 | -2.2 | -1 | -1
N#Cc1cc2c(nc1SCc1ccc(Cl)cc1)CCCC2 | -2 | -6 | 2 | -1 | 0 | -2 | 2 | -1.2 | -2 | 0
Cc1cc2oc(C(=O)Nc3ccc(S(=O)(=O)N4CCCC(C)C4)cc3)cc(=O)c2cc1Cl (stereo not given) | 3 | 6 | -4 | 5 | -1 | -12 | -1 | -1.9 | -3 | 6
Cc1cc(C)cc(C(=O)NCC(=O)OCC(=O)N(C)C2CCS(=O)(=O)C2)c1 (stereo not given) | 1 | -1 | 0 | 4 | 1 | 3 | 1 | -3.8 | 9 | 2
COC(=O)NCN1C(=O)C2C3C=CC(C3)C2C1=O (stereo not given) | -1 | 4 | 7 | -3 | -1 | 0 | 3 | 2.8 | -4 | 0
CC(C)(CCO)Nc1ncnc2onc(-c3ccc(F)cc3)c12 | -1 | 2 | 4 | 2 | -2 | -1 | 0 | -2.9 | 1 | -9
Cn1c(SCC(=O)NCCc2ccccc2)nnc1C1CCCCC1 | -5 | 5 | 1 | 2 | 1 | -4 | 4 | -0.4 | 1 | 2
CC(=O)Nc1cccc(/C(C)=N\NC(=O)c2ccc(Cn3nc([N+](=O)[O-])c(Cl)c3C)o2)c1 | 2 | -4 | -12 | -3 | 3 | -1 | 4 | -3.7 | -6 | 3
CC1(c2nnc(-c3ccc(Cl)cc3)o2)CC(c2ccc([N+](=O)[O-])cc2)=NO1 (stereo not given) | 4 | -7 | 3 | 0 | -1 | 1 | 0 | -0.9 | 4 | 1
CCCCC(=O)N1CC(=O)Nc2ccc(F)cc2C1c1ccc(F)cc1 (stereo not given) | -7 | -2 | 1 | -6 | 3 | -4 | 5 | 1.4 | -1 | -5
COc1ccc(OCCNC(=O)c2cccc(Oc3ccc(C(F)(F)F)cc3[N+](=O)[O-])c2)cc1 | 3 | -5 | -20 | -5 | -1 | 2 | 2 | 0.5 | -3 | 4
O=C(CCl)Nc1cccn2ncnc12 | 2 | 2 | 3 | 9 | -2 | 1 | 3 | -3.5 | -1 | -2
Cc1cc2c(cc1C)-c1c(ssc1=Nc1ccc(S(N)(=O)=O)cc1)C(C)(C)N2 | 13 | -5 | 12 | 4 | -1 | 13 | 0 | 0.0 | 1 | -5
CCN1CCn2c3c(c4cc(C)ccc42)CCCC31 (stereo not given) | -7 | -1 | 6 | -1 | 3 | 1 | 0 | -1.3 | 5 | 1
CC1(C)Nc2ccccc2C(=O)N1c1ccc(Br)cc1 | -4 | -1 | -14 | -2 | -2 | -5 | 5 | 2.2 | 1 | -1
CCOC(=O)C1C2C=CC3(CN(Cc4ccco4)C(=O)C13)O2 (stereo not given) | 11 | -17 | 10 | 7 | 10 | -6 | 3 | -2.5 | -2 | 0
COc1ccc(NC(=O)CC2(CC(=O)O)CCCC2)cn1 | -3 | 12 | -7 | 7 | 0 | 5 | -1 | 1.0 | -1 | 0
C=C(C)C1CC=C(CN2CC(C)OC(C)C2)CC1 (stereo not given) | -5 | -7 | 8 | 8 | 0 | -3 | 2 | -1.4 | 13 | 0
COc1ccc(/C=N/NC(=O)c2ccccc2[N+](=O)[O-])cc1CN1CCc2cc(OC)c(OC)cc2C1C (stereo not given) | 3 | 2 | -1 | -3 | -2 | 6 | 3 | 0.7 | 0 | 0
CCOC(=O)Cn1nc(-c2ccccc2)c(-c2ccccc2)nc1=O | 0 | 12 | 0 | -3 | -1 | -2 | 6 | 0.3 | 9 | 1
COC(=O)[C@]12C[C@H](CC(=O)NCCc3ccccc3OC)C(=O)N(Cc3ccccc3)C1=C[C@H](C(C)C)O[C@@H]2C1CC1 | 1 | -7 | / | 0 | -3 | 2 | 2 | -0.9 | 2 | 2
COc1ccc(N=C2NC(=O)/C(=C/c3ccc(O)c(OC)c3)S2)cc1 | 20 | -2 | 7 | -8 | -1 | 15 | 0 | -3.1 | 2 | 8
O=C(/C=C/Nc1ccc(F)cc1F)c1ccc(Br)cc1 | 8 | -23 | / | -9 | 7 | -8 | -1 | -0.7 | -14 | 3

Random excerpt: two records from the list
SMILES | rCAG binder | TDP2 inh | HTRA1 inhibitor | TCR-CD3 inh | LEDGF integ inh | SIAE primary | PRMT1 inh | PG9 Ab binder | ABHD4 inh | NR1D1 modulator
O=C(CS(=O)CC(=O)NC12CC3CC(CC(C3)C1)C2)Nc1ccc(F)cc1 (stereo not given) | -1 | 11 | -7 | 0 | 0 | -2 | -6 | -2.2 | -1 | -1
CCCCC(=O)N1CC(=O)Nc2ccc(F)cc2C1c1ccc(F)cc1 (stereo not given) | -7 | -2 | 1 | -6 | 3 | -4 | 5 | 1.4 | -1 | -5

Next section
SMILES | rCAG binder | TDP2 inh | HTRA1 inhibitor | TCR-CD3 inh | LEDGF integ inh | SIAE primary | PRMT1 inh | PG9 Ab binder | ABHD4 inh | NR1D1 modulator
O=C(CC12CC3CC(CC(C3)C1)C2)N/N=C/c1ccncc1 | 0 | 3 | 0 | 6 | -2 | -2 | -4 | 0.1 | 4 | 1
CC(=O)N(CCc1ccccc1)c1ccc2c(c1)C1CC2CCN1C(=O)OCc1ccccc1 (stereo not given) | 3 | -3 | -42 | 10 | -2 | 6 | 3 | -0.2 | -2 | 2
Cc1ccc(OCc2nnc(SCC(=O)NCc3ccccc3)n2C)cc1 | -1 | -12 | -1 | -6 | 0 | -1 | -3 | -0.4 | -6 | -2
CCCCn1c(SCC(=O)NC2CCCC2)nnc1-c1ccco1 | -3 | 11 | -3 | -4 | 0 | -2 | -1 | 2.5 | 5 | -1
Cc1ccccc1C(OCCN(C)C)c1ccccc1 (stereo not given) | 1&-1 | 0&1 | -5&4 | 2&-3 | -1&-1 | 2&5 | -4&4 | -1.1&-0.8 | -1&1 | 3&-2&0
O=C(O)Cc1nn(Cc2ccc(Cl)cc2)c(=O)c2ccccc12 | 0 | -1 | 6 | 5 | -3 | -5 | 0 | 1.1 | 2 | 2
COC(=O)c1cnc(NNS(=O)(=O)c2ccc(C(F)(F)F)cc2)nc1C(F)(F)F | 13 | -7 | -3 | 0 | 0 | 2 | 3 | 0.3 | -9 | -5
CC(C)C[C@@]12C(=O)N(c3cccc(F)c3)C(=O)N1[C@H](c1ccc(Cl)cc1)[C@@H]1C(=O)N(C3CCCCC3)C(=O)[C@@H]12 | 4 | -3 | 1 | -5 | 4 | 8 | -1 | -2.9 | -13 | 7
Cc1ccc(S(=O)(=O)N(C)C[C@H]2OCc3cn(nn3)CCCC(=O)N([C@@H](C)CO)C[C@@H]2C)cc1 | 0 | -3 | 0 | 8 | -2 | 5 | 0 | 0.3 | 7 | 8
COc1cc2nc(SCC(=O)c3ccc(Br)cc3)n3nc(C)nc3c2cc1OC | 3 | 15 | -1 | 0 | 0 | -2 | 3 | -2.6 | 0 | 5
CSCCC(NC(=O)c1ccccc1)C(=O)NCC(C)(C)N1CCOCC1 (stereo not given) | -2 | 0 | -1 | -8 | 0 | 2 | 0 | -1.9 | 5 | -2
CN(C)C(=O)N1CCC(C(=O)NCC2CCCO2)CC1 (stereo not given) | 0 | -2 | -4 | 1 | 3 | 1 | -2 | -0.2 | -2 | -2
Oc1oc(-c2ccccc2)nc1/C=N/c1nccs1 | 0 | -2 | 8 | 1 | 4 | 9 | -4 | -5.2 | 0 | 7
COC(=O)C1=C(C)N(c2ccc(OC)cc2)C(=O)/C1=C\c1cccs1 | 4 | -15 | -2 | 4 | 1 | 5 | -1 | -1.2 | 0 | -3
O=C(CSc1nnc(SCc2ccccc2)s1)N/N=C/c1ccc(Cl)cc1Cl | 4 | -2 | -5 | -5 | 0 | 8 | 1 | 0.5 | 2 | 6
Cn1c(-c2ccccc2)c(Sc2ccccc2)c2cc(-c3ccc4[nH]ccc4c3)ccc21 | 19 | 9 | / | -1 | -2 | -2 | 1 | 1.4 | 3 | 8
CC(C)CNS(=O)(=O)CC1NCc2ccccc21 (stereo not given) | 2 | 4 | / | / | 3 | -2 | 1 | / | -6 | -1
COc1ccc(/C=N/NC(=O)CNc2n[nH]c(=O)[nH]c2=O)cc1OC | -2 | -3 | 6 | 6 | -1 | 5 | -3 | -1.8 | 1 | 0
Nc1ccccc1SCc1c(Cl)cccc1Cl | 0 | -5 | 0 | -1 | -6 | 2 | 4 | -0.9 | 0 | 0
O=C(Nc1cccnc1Cl)c1ccc2c(Cl)c3c(nc2c1)CCC3 | 1 | -13 | -9 | -4 | -2 | -8 | 5 | -0.6 | -18 | -1
CCn1c(=O)c2sccc2n(Cc2cc(C(=O)OC)ccc2OC)c1=O | -1 | 5 | -4 | -8 | -3 | 1 | 2 | 1.0 | -1 | 0
Cn1nc(Oc2nc(N3CCOCC3)nc(N3CCOCC3)n2)ccc1=O | -2 | 6 | 3 | 5 | -2 | 2 | -3 | -0.2 | 0 | -4
Nc1c(N(CCC2=CCCCC2)C(=O)Cc2ccccc2F)c(=O)[nH]c(=O)n1Cc1ccccc1 | 9 | 7 | -9 | 1 | 0 | 14 | 1 | 2.0 | -1 | -4

8 entries already listed, sorted by number of heavy atoms, lowest first.
SMILES | rCAG binder | TDP2 inh | HTRA1 inhibitor | TCR-CD3 inh | LEDGF integ inh | SIAE primary | PRMT1 inh | PG9 Ab binder | ABHD4 inh | NR1D1 modulator
CC1(C)Nc2ccccc2C(=O)N1c1ccc(Br)cc1 | -4 | -1 | -14 | -2 | -2 | -5 | 5 | 2.2 | 1 | -1
COc1ccc(NC(=O)CC2(CC(=O)O)CCCC2)cn1 | -3 | 12 | -7 | 7 | 0 | 5 | -1 | 1.0 | -1 | 0
O=C(CC12CC3CC(CC(C3)C1)C2)N/N=C/c1ccncc1 | 0 | 3 | 0 | 6 | -2 | -2 | -4 | 0.1 | 4 | 1
COc1ccc(N=C2NC(=O)/C(=C/c3ccc(O)c(OC)c3)S2)cc1 | 20 | -2 | 7 | -8 | -1 | 15 | 0 | -3.1 | 2 | 8
CCn1c(=O)c2sccc2n(Cc2cc(C(=O)OC)ccc2OC)c1=O | -1 | 5 | -4 | -8 | -3 | 1 | 2 | 1.0 | -1 | 0
Cc1ccc(OCc2nnc(SCC(=O)NCc3ccccc3)n2C)cc1 | -1 | -12 | -1 | -6 | 0 | -1 | -3 | -0.4 | -6 | -2
Cn1c(-c2ccccc2)c(Sc2ccccc2)c2cc(-c3ccc4[nH]ccc4c3)ccc21 | 19 | 9 | / | -1 | -2 | -2 | 1 | 1.4 | 3 | 8
COc1ccc(OCCNC(=O)c2cccc(Oc3ccc(C(F)(F)F)cc3[N+](=O)[O-])c2)cc1 | 3 | -5 | -20 | -5 | -1 | 2 | 2 | 0.5 | -3 | 4

Assay outcomes from PubChem BioAssay.
